# M1 PAM parental = nonselective calcium activators in parental CHO-K1 cells, primary screen, counter-screen for M1 PAM project, cell-based, Fluo-8 calcium fluorescence, full deck, 1536-well | AID 602247, 2012 | activation, % at 3 µM | hit rate 0.02% among 360,000 | ATP EC20; 0% at ATP EC20, 100% at ATP max;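 active = activation above the run cutoff, the mean activation of all test compounds plus 3 SD, cut at about 40% in these data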;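 note: peak over basal fluorescence ratio in a 140 s read after ATP addition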
# CHO-K1 Ca ag = counter-screen for M1 agonists: effect in parental CHO-K1 cells; Fluo-8 calcium fluorescence; scaled to maximal ATP response, vehicle zero; activation, % at 3 µM; hit rate 0.48% among 360,000; AID 602248, 2012; in the data active = activation above about 15%;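 note: untransfected CHO-K1 host cells lacking M1 receptor as counterscreen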
# M1 PAM = human M1 muscarinic receptor positive allosteric modulators, primary screen, CHO-K1 cells, Fluo-8 calcium fluorescence, 1536-well | CHO-K1 hM1, ACh EC20; 0% = ACh EC20, 100% = maximal ACh | hit rate 0.088% among 360,000 | activation, % at 3 µM | Muscarinic acetylcholine receptor M1 (Homo sapiens), P11229; in the data active = activation above about 19%, passing the limit was not always enough
# Target sequence (P11229 whole entry, looked up): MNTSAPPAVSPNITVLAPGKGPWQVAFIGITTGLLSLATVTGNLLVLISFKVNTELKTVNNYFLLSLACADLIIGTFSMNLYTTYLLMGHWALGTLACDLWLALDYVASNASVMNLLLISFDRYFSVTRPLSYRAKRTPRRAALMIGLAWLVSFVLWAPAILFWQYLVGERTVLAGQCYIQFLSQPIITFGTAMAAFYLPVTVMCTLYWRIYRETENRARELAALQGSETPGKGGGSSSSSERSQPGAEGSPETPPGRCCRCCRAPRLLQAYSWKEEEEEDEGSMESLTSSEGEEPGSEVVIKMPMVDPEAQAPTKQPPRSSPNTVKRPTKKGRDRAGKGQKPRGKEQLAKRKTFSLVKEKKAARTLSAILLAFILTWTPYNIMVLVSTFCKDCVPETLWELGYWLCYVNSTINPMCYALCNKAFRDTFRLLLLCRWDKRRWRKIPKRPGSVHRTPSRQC
# M1 antag = human M1 muscarinic receptor antagonists, primary screen, CHO-K1 cells, Fluo-8 calcium fluorescence, 1536-well. CHO-K1 hM1, ACh EC80 antagonist. inhibition, % at 3 µM. hit rate 1.3% among 360,000;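 active = percent inhibition above its own plate's cutoff, namely the mean of that plate's compound wells plus 3 SD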;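 note: peak over basal fluorescence ratio during 140 s after agonist addition; 0% = ACh EC80 plus DMSO and 100% = DMSO alone without agonist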
# CHO parental Ca = ATP-evoked calcium signal inhibitors, parental CHO, primary screen, counter-screen for OX1R antagonist project, cell-based, fluorescence, Fluo-8 calcium dye; parental CHO-K1, ATP-induced calcium, Fluo-8 fluorescence; inhibition, % at 5.6 µM; hit rate 0.63% among 330,000;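 active = inhibition above that plate's mean sample inhibition plus 3 SD, cut at about 26% in these data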;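 note: 0% = ATP-challenged DMSO wells and 100% = DMSO wells without ATP; some compounds past the cut are filed as inactive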
#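 material = parental CHO cells | also added = ATP as calcium-mobilizing challenge | dosing = single point at 5.6 µM | detection = intracellular calcium via Fluo-8 no-wash fluorescent dye | read-out = % inhibition | benchmarks = low control ATP plus DMSO, high control DMSO only | repeats = one well per compound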
# TAAR1 ag = human TAAR1 agonists, primary screen, Fluo-8 calcium fluorescence, CHO RD-HGA16 cells; AID 624467, 2012; Trace amine-associated receptor 1 (Homo sapiens), Q96RJ0; hit rate 0.99% among 360,000; vehicle wells 0%, saturating PEA agonist 100%; activation, % at 3 µM;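 active = activation above the mean activation of all test compounds in the run plus 3 SD, cut at about 38% in these data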
# Target sequence (Q96RJ0 whole entry, looked up): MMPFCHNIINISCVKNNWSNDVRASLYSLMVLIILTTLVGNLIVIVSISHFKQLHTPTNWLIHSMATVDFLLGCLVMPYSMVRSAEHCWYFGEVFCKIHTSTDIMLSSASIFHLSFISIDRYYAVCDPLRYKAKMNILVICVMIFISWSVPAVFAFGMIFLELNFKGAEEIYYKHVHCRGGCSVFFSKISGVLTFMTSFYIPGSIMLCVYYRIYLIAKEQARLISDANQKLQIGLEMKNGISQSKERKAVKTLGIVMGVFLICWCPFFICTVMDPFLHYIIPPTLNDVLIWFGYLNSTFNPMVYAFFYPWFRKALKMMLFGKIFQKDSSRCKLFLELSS
#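 Test system: RD-HGA16 (CHO) cells co-expressing Gα16 and hTAAR1; dosing: one-point dosing at 3 µM (nominal); timing: 17-24 h seeding, 75 min 37 °C dye, 30 min RT; signal: kinetic Fluo-8 calcium fluorescence; read-out basis: % activation relative to PEA EC100 response; controls: DMSO and PEA EC100; replicates: n 1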
# TAAR1 antag = human TAAR1 antagonists, primary screen, Fluo-8 calcium fluorescence, CHO RD-HGA16 cells | Trace amine-associated receptor 1 (Homo sapiens), Q96RJ0 | hit rate 1.5% among 360,000 | inhibition, % at 3 µM | antagonist;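 active = inhibition above a per-plate cutoff, the mean inhibition of test compounds on that plate plus 3 SD, cut at about 49% in these data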;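 note: 0% = DMSO plus EC80 beta-PEA response and 100% = DMSO alone without agonist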
#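 test system = CHO RD-HGA16 cells bearing hTAAR1 | replication = singlicate | controls = DMSO-only wells and EC80 β-PEA-stimulated wells | reagent = EC80 β-phenethylamine stimulus | read-out basis = percent inhibition of PEA-evoked calcium signal, max/basal emission ratio | schedule = seeding 17-24 h prior, 75-min 37 °C, 30-min RT dye loading | signal = kinetic Fluo-8 calcium fluorescence measurement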
# CHO-K1 Ca antag = M1 antagonist counterscreen hit in parental CHO-K1 cells; ATP-induced calcium, Fluo-8 fluorescence; inhibition, % at 3 µM; hit rate 0.6% among 360,000; AID 602250;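 active = inhibition above a per-plate cutoff, the plate's mean sample inhibition plus 3 SD, cut at about 24% in these data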;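 note: 0% = DMSO plus EC80 ATP and 100% = DMSO alone without ATP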
# CHRM1 agonist = human M1 muscarinic receptor agonists, primary screen, Fluo-8 calcium fluorescence, CHO-K1 cells, HTS; CHO-K1 hM1, agonist mode; 0% DMSO, 100% acetylcholine EC100; hit rate 0.33% among 360,000; activation, % at 3 µM; Muscarinic acetylcholine receptor M1 (Homo sapiens), P11229;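 active = activation above the run's mean compound activation plus 3 SD, cut at about 16% in these data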;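 note: peak over basal fluorescence ratio within a 140 s kinetic read after compound addition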
# * = called active by the depositor; nt = not tested or not shown. Hits appear at their usual frequency; 4.4% or so of the library scored in one or more.
structure	M1 PAM parental	CHO-K1 Ca ag	M1 PAM	M1 antag	CHO parental Ca	TAAR1 ag	TAAR1 antag	CHO-K1 Ca antag	CHRM1 agonist
c1ccc(-c2[nH]ncc2CN2CCc3ccccc3C2)cc1	2	0.3	-1	1	-19	24	-15	-4	-7
CCOc1cc(C#N)ccc1OCC(=O)N1CCN(C(=O)c2cccs2)CC1	-4	-0.3	-2	9	-7	2	1	-3	-4
CCCCN(C)C(=O)c1c[nH]c2ccc(S(=O)(=O)N3CCOCC3)cc2c1=O	7	1.4	12	-12	-4	1	-18	5	0
COc1ccc(C)cc1NC(=O)COC(=O)Cc1ccc(-c2ccccc2)cc1	23	1.3	4	-10	-17	1	10	-4	-5
O=C(Cc1cccc2ccccc12)NN1C(=O)CSC1=S	8	1.7	6	-8	5	1	15	4	-8
CC(C)Oc1ccc(/C(O)=C2/C(=O)C(=O)N(CCN(C)C)C2c2ccco2)cc1 (stereo not given)	21	0.2	6	-6	-3	14	-11	-16	-4
CCN(CC)S(=O)(=O)c1cccc(C(=O)Nc2cccnc2)c1	-9	5.7	3	-1	-3	4	-1	-1	1
COC(=O)c1c(-c2ccc(OC)cc2)oc2ccc(-c3ccc(OC)nc3)cc12	10	0.5	2	8	-6	14	12	-5	-4
COc1cc(Br)c(CN2CCCN(C)CC2)cc1OC	-10	0.4	4	-1	-14	1	-28	-7	5
Cc1cc(NC(=O)CCC(=O)N(c2ccccc2)C(C(=O)NC2CCCC2)c2cccs2)no1 (stereo not given)	24	0.5	1	10	-23	2	-4	-9	-4
CC1=C(C(=O)OCC2CCCO2)C(c2coc3ccccc3c2=O)C2=C(CCCC2=O)N1 (stereo not given)	0	0.7	6	-5	-18	8	-13	-11	-3
COc1ccc(OC)c(NC2c3ccccc3C(=O)N2Cc2ccc3c(c2)OCO3)c1 (stereo not given)	-1	0.5	-5	10	-9	-3	2	4	-6
CC1CCCCC12NC(=O)N(CC(=O)Nc1ccccc1F)C2=O (stereo not given)	-14	-0.1	13	-8	nt	7	-33	-3	4
CNC(=O)CC(=O)Nc1ccccc1C(=O)O	14	0.4	7	-4	7	10	2	-8	-2
COc1ccc(C(=O)c2cnc[nH]2)cc1OC	14	0.5	16	-15	5	-2	-12	-15	0
Cc1cc(NC(=O)NC(C(F)(F)F)C(F)(F)F)no1	2	2.1	3	3	-4	9	-27	-17	-4
O=C(CN(Cc1ccco1)Cc1cccs1)N1CCN(S(=O)(=O)c2cccc(F)c2)CC1	-10	2.6	2	-7	-25	10	28	-6	-4
O=C(C1CCCCC1)N1CCc2ccccc21	-5	-1.0	4	-8	-9	-2	-1	-9	-10
COC(=O)c1c(NC(=O)C(=O)NCC2CCCO2)sc2c1CC(C)(C)OC2 (stereo not given)	0	1.3	3	-1	-17	3	-18	-6	-3
O=C(Nc1cccc(Oc2ccccc2)c1)C1Cc2c(-c3cccc(F)c3)ccnc2O1 (stereo not given)	11	0.3	15	-18	nt	2	-16	-15	-2
CC(=O)Nc1c(C)ccc([N+](=O)[O-])c1C	12	1.5	9	-21	nt	2	-6	-16	-1
COc1ccc(NC(=O)CSCC(=O)Oc2c(OC)cccc2OC)cc1	2	1.0	1	-4	-1	1	-3	-8	-3
CN(CCCC1CCCC1)C(=O)CC1C(=O)NCCN1Cc1ccc(F)cc1 (stereo not given)	-13	-0.3	4	2	-25	1	0	5	-2
CCC(C(=O)N1CCc2cc(OC)c(OC)cc2C1)c1ccccc1 (stereo not given)	-3	0.3	2	19	-20	24	-26	-3	0
COc1cc(/C=C\C(=O)OCn2nnc3ccccc3c2=O)cc(OC)c1OC	12	1.2	10	-15	-27	4	-16	1	0
O=C(COc1ccccc1Cl)N1CCN(c2ccc([N+](=O)[O-])c(N3CCCCC3)c2)CC1	22	-0.5	10	-10	-25	-2	-24	-8	-7
Cc1ccc(NC(=O)/C=C/c2ccc3c(c2)OCO3)cc1S(=O)(=O)N1CCOCC1	14	1.6	5	-8	-7	5	1	-6	-4
CCCNC(=O)c1cc(C2CCCCN2C(=O)c2cccs2)on1 (stereo not given)	5	0.0	2	-2	nt	-1	-6	1	-8
CCN1CCCC1CN(Cc1cc2c(C)cc(C)cc2[nH]c1=O)C(=O)NC1CCCCC1 (stereo not given)	5	0.0	3	-2	-32	-1	-13	-3	-5
O=C(NCCCn1ccnc1)/C(=C/c1cccs1)NC(=O)c1ccco1	12	1.2	5	-1	-5	2	1	-12	-2
O=c1[nH]cc(N2CCCCCC2)c(=O)[nH]1	9	5.6	-6	6	-6	8	14	-1	-2
COc1cc(NS(=O)(=O)c2ccc(NC(=S)Nc3ccccc3)cc2)nc(OC)n1	7	0.6	4	-16	-8	5	-23	-5	-3
Cc1ccc2ncnc(Nc3cccc([N+](=O)[O-])c3)c2c1	0	4.6	7	-13	-21	0	2	-8	-3
CCOc1ccc(C(NC(=O)c2ccco2)c2ccc(OC)c(OC)c2)cc1 (stereo not given)	4	1.6	2	-3	10	5	-3	3	0
CCCCc1nc2cc(C(=O)N3CCC(O)CC3)ccc2o1	15	1.5	2	2	nt	5	-6	-7	-3
CCn1c(CCc2ccccc2)nnc1SCC(N)=O	14	-0.2	13	-16	-9	-1	0	-3	1
CCCSc1ncc(Cl)c(C(=O)Nc2ccc(S(=O)(=O)Nc3ncccn3)cc2)n1	-2	0.5	-3	4	2	5	4	-4	-3
COc1ccc(NC(=O)CCC(=O)Nc2nnc(C3CCCCC3)s2)cc1	-2	1.0	1	-1	-16	2	-9	-11	-2
CCNC(=S)NC1CC2CCC(C1)N2Cc1ccccc1 (stereo not given)	-9	0.0	-19	11	-6	4	-22	3	-11
O=[N+]([O-])c1ccc(NC(=S)N2CCN(S(=O)(=O)c3ccccc3)CC2)cc1	-25	2.0	-6	7	nt	16	28	6	-2
O=C(NCCc1ccccc1)c1nc(-c2cccs2)no1	4	0.2	8	-6	-2	9	-15	26*	-10
NS(=O)(=O)c1ccc(CCNC(=O)Cc2ccc(S(=O)(=O)N3CCOCC3)s2)cc1	7	1.2	7	-15	2	0	0	-4	-3
Cc1ccn2cc(-c3cccc(NC(=O)c4ccccc4)c3)nc2c1	21	3.7	-2	0	-24	5	17	-10	-9
CC1(C)Cc2c(cnn2-c2ccc(F)cc2)C(NC(=O)CCC(F)(F)F)C1 (stereo not given)	-19	-0.1	12	-16	-17	4	1	8	-2
CC(C)C(NS(=O)(=O)c1cccc2nsnc12)C(=O)N1CCc2ccccc2C1 (stereo not given)	-5	0.0	7	0	-5	11	2	1	-4
CCCCN1C(=O)/C(=C(/C#N)C(N)=O)c2ccccc21	12	0.3	1	0	0	2	10	-4	-3
O=C(NC1CC1)c1ccc2c3c(cccc13)CC2	-2	-0.4	11	-18	-16	-2	-6	-4	-2
Brc1ccc(-c2noc(C3CCCCC3)n2)cc1	22	4.9	7	-6	-8	8	6	0	-5
CCCOP(=O)(OCCC)C(Nc1ccc(C(C)C)cc1)c1ccc([N+](=O)[O-])cc1 (stereo not given)	38	0.9	1	7	-6	5	26	-26	-2
Cc1cc(C)cc(OCC(=O)NN2Cc3ccccc3C2=N)c1	6	-0.3	-1	-14	-11	7	-18	-4	-9
O=C(Nc1ccc(CSc2ccccc2)cc1)c1ccco1	-7	0.3	-4	-13	0	25	37	-1	-4
CCN(CC(=O)NC1CCCC1)S(=O)(=O)c1ccc(Br)cc1	8	0.6	9	-16	-20	0	-19	-9	-4
CSCCC(NC(=O)OC(C)(C)C)C(=O)NC(CC(C)C)C(N)=O (stereo not given)	-4	-0.2	11	-41	-3	9	10	4	14
COc1ccc(-n2nc3c(c2NC(=O)CCCCl)CSC3)cc1	1	2.0	1	-1	-8	-1	-19	-3	-2
CCOC(=O)c1cc(NC(=O)c2cccnc2)ccc1N1CCOCC1	22	0.8	7	-10	-1	5	-7	-21	-3
CCOC(=O)c1cc(NC(=O)CN2CCCC2)cc(C(=O)OCC)c1	5	0.5	26	-16	-17	5	-32	-4	0
COCc1nnc(NS(=O)(=O)c2ccc(NC(C)=O)cc2)s1	7	0.3	-4	7	-14	0	5	-1	-1
CCC(C)(C)NC(=O)CN(Cc1ccc(OC)cc1)C(=O)CCC(=O)Nc1nccs1	5	1.8	-8	-5	-12	4	-3	-5	-3
COCCCN1C(=O)C(=O)/C(=C(/O)c2ccc(OC)cc2C)C1c1cccnc1 (stereo not given)	10	-0.1	14	-15	-2	4	9	-1	-1
c1ccc(CCn2nnnc2C(c2cccnc2)N2CCOCC2)cc1 (stereo not given)	-9	0.1	2	1	7	1	-4	-6	-5

# Some of these compounds in order of the CHRM1 agonist value, ascending.
compound,M1 antag,CHRM1 agonist
O=C(Nc1ccc(CSc2ccccc2)cc1)c1ccco1,-13,-4
NS(=O)(=O)c1ccc(CCNC(=O)Cc2ccc(S(=O)(=O)N3CCOCC3)s2)cc1,-15,-3
O=C(NC1CC1)c1ccc2c3c(cccc13)CC2,-18,-2

# Additional compounds
structure	M1 PAM parental	CHO-K1 Ca ag	M1 PAM	M1 antag	CHO parental Ca	TAAR1 ag	TAAR1 antag	CHO-K1 Ca antag	CHRM1 agonist
CCc1ccc(NC(=O)C(=O)NCCN2CCN(S(C)(=O)=O)CC2)cc1	12	1.0	6	-6	-14	3	1	-12	-2
Cc1ccc(/C=C/C(=O)OCC(=O)c2ccc3c(c2)NC(=O)CO3)o1	14	1.0	2	-4	-20	2	13	-1	0
O=[N+]([O-])c1cccc(N=NN(CCO)c2cccc([N+](=O)[O-])c2)c1	-10	0.3	-5	13	10	8	51*	-8	-3
COc1ccc(C)cc1N(CC(=O)O)S(=O)(=O)c1ccc(C)cc1	26	-0.1	9	-24	5	12	-2	-12	-2
CCOC(=O)/C(C#N)=C/c1c(OCC)n(CC)c2ccccc12	18	1.0	-4	-6	-1	-1	31	-11	-7
O=c1c(/C=N/Nc2ccccc2)c(Sc2nnnn2-c2ccccc2)nc2ccccn12	-6	3.5	-2	17	nt	28	41	8	4

# Screening data deposited in PubChem by The Scripps Research Institute Molecular Screening Center.
